# CR mimetic SO: caloric restriction mimetics inhibiting age-related superoxide in yeast; S. cerevisiae aged cells, superoxide DHE fluorescence; hits give low values; superoxide response (% of plate mean), % at 10 µM; hit rate 0.18% among 330,000;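 active means superoxide response under a set limit, about three screen SD below normal, cut at about 65% in these data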;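 further: yeast aged for seven days with compound at 30 °C before DHE staining; 100% = average MFI of all compound-treated wells on the plate with controls excluded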
# RPL19A-GFP yeast: alters RPL19A-GFP fluorescence in TOR pathway yeast screen; S. cerevisiae RPL19A-GFP strain, flow cytometry, 3 h; hits give low values; percent response vs DMSO, % at 10 µM; hit rate 0.3% among 330,000;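 active means percent response vs DMSO below 50%; inconclusive means fewer than 70 events counted for the yeast strain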;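 further: median channel GFP fluorescence of the barcoded RPL19A-GFP strain; ratio of sample median GFP to plate DMSO average so 100% = DMSO; lower means less RPL19A-GFP as with rapamycin TOR inhibition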
# AGP1 TOR yeast: alters AGP1-GFP fluorescence in TOR pathway yeast screen; S. cerevisiae AGP1-GFP multiplex flow cytometry, 3 h; GFP as percent of DMSO wells; GFP response vs DMSO, % at 10 µM; hit rate 0.02% among 320,000; AID 2066;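 active means GFP response relative to DMSO above a set limit, near screen average plus 3 SD, cut at about 150% in these data; inconclusive means fewer than 70 cells counted for the yeast strain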;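 further: median GFP channel fluorescence of the gated AGP1 strain per well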
# AHR act: activators of human aryl hydrocarbon receptor. hit rate 2.5% among 320,000. AHR-responsive luciferase reporter cells, luminescence. AID 2796. activation, % at 5 µM; in the data active means activation above about 47%;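 further: 0% = vehicle wells and 100% = reference agonist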
# Target sequence (P35869 whole entry, looked up): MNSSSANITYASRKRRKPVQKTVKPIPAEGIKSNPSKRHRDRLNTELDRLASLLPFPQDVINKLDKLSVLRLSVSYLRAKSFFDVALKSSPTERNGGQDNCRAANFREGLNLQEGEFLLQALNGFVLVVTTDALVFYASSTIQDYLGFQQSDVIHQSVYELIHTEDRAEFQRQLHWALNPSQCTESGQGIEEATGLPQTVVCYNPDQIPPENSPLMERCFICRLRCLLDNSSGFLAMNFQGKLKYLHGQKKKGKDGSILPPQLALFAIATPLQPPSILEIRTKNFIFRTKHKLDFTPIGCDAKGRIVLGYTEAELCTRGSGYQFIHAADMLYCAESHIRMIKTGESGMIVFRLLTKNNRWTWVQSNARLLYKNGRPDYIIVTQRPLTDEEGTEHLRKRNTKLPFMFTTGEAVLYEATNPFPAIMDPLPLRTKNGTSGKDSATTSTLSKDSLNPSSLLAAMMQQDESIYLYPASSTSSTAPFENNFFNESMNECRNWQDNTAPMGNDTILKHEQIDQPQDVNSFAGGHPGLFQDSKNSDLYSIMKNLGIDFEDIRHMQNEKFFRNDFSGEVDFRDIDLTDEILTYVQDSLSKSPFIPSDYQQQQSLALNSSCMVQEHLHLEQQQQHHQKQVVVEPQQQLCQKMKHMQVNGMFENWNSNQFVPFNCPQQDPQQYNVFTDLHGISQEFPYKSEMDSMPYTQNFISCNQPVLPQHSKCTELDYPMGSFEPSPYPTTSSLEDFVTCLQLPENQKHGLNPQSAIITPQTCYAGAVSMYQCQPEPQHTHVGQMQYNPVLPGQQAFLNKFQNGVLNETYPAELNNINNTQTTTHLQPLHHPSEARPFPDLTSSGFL
# CIT2 TOR yeast: modulators of TOR pathway CIT2-GFP in S. cerevisiae; GFP response vs DMSO, % at 10 µM; hit rate 0.065% among 320,000; S. cerevisiae CIT2-GFP strain, flow cytometry, 3 h; 100 means same as DMSO wells; AID 2029;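 active means GFP response relative to DMSO above a set limit, near the screen mean plus 3 SD, cut at about 150% in these data; inconclusive means Fewer than 70 cells measured for a yeast strain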;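 further: ratio of well median GFP fluorescence to mean of DMSO wells on the plate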
# MEP2 TOR yeast: yeast TOR pathway MEP2-GFP modulation. GFP response vs DMSO, % at 10 µM. hit rate 0.51% among 330,000. S. cerevisiae MEP2-GFP strain, flow cytometry GFP, 3 h; 100% = DMSO control level;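 active means GFP response versus DMSO above a set limit, roughly screen mean plus 3 SD, cut at about 180% in these data; inconclusive means fewer than 70 cells counted for a yeast strain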;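 further: median GFP fluorescence of the barcode-gated MEP2-GFP cells per well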
# LAP4-GFP MLPCN: modulators of TOR pathway LAP4-GFP in S. cerevisiae. S. cerevisiae LAP4-GFP multiplex, flow cytometry GFP, 3 h; median GFP as percent of DMSO wells. GFP response vs DMSO, % at 10 µM. hit rate 0.34% among 320,000;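 active means GFP response vs DMSO above a set limit, about the screen mean plus 3 SD, cut at about 150% in these data; inconclusive means under 70 cell events counted for the yeast strain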
# Efflux pump mplx: antifungal efflux pump inhibition, Nile Red retention; S. cerevisiae Candida pump triplex; inhibition, % at 10 µM; hit rate 0.44% among 330,000;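 active means plate passing quality check with inhibition over a set limit, or well fluorescence over plate mean plus 4 SD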;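 further: Nile Red retained in pooled yeast measured as flow cytometry median fluorescence; 0% = buffer negative control and 100% = Enniatin B positive control; higher means more Nile Red kept so more efflux inhibition; some compounds called inactive have numbers as strong as hits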
# The depositor's hits bear a star; ? = inconclusive; . = no result given; [ ] = remark or other dose.
1. COC(=O)CCCC(=O)Nc1c(F)c(F)c(F)c(F)c1F
2. Cc1cccc(NC(=O)c2cc3c([nH]c4ccccc43)c(C)n2)c1C
3. COc1ccc(-c2nnco2)cc1OC
4. CCC1(c2ccc(F)cc2)NC(=O)N(CC(=O)Nc2cccc(S(=O)(=O)N3CCCCC3)c2)C1=O (configuration not stated)
5. Cc1nnc(NC(=O)c2ccc(S(=O)(=O)N(C)c3ccccc3)cc2)s1
6. CC(=O)N1CCc2c(sc(NC(=O)Cc3ccc(C)cc3C)c2C#N)C1

screen / no.,1,2,3,4,5,6
CR mimetic SO,106,96,101,99,96,109
RPL19A-GFP yeast,96,106,99,101,96,92
AGP1 TOR yeast,92,96,99,103,96,90
AHR act,-2,4,1,1,0,1
CIT2 TOR yeast,.,107,106,104,97,99
MEP2 TOR yeast,89,104,103,104,101,98
LAP4-GFP MLPCN,93,88,99,105,98,86
Efflux pump mplx,0.0,0.3,0.0,0.0,0.0,0.0

# Entries by screen from above.
# Nos. 1 to 6 in MEP2 TOR yeast read 89, 104, 103, 104, 101, 98

# The list continues:
7. CN(C)c1ccc(Cl)cc1N
8. Cc1nn(C(C)C(=O)N2CCc3ccccc3C2)c(=O)c2cc3occc3n12 (configuration not stated)
9. O=C(O)C(c1ccccc1)N1C(=O)/C(=C\c2ccc(O)c(O)c2)SC1=S (configuration not stated)
10. COCCCNC(=O)CN(c1ccc(Cl)c(Cl)c1)S(C)(=O)=O
11. Cc1nnc(N2CCCC(C(=O)NCc3ccc(OC(C)C)cc3)C2)c2nn(-c3ccccc3)c(C)c12 (configuration not stated)
12. CCC1=[N+](C)CCn2c(C)ccc21

screen / no.,7,8,9,10,11,12
CR mimetic SO,94,106,105,95,92,122
RPL19A-GFP yeast,97,98,106,97,48*[may fluoresce violet],97
AGP1 TOR yeast,107,98,103,101,?,49
AHR act,2,0,2,2,34,1
CIT2 TOR yeast,102,104,112,101,?,109
MEP2 TOR yeast,100,102,117,96,253*[may fluoresce violet],115
LAP4-GFP MLPCN,104,94,99,92,62[may fluoresce violet],96
Efflux pump mplx,-0.2,0.0,2.0*,0.1,-0.2,0.3

13. CCN1C(=O)[C@@H]2[C@@H](c3ccc(-c4ccc(OC)cc4)c(OC)c3)N3CCC[C@@]3(C(=O)OC)[C@@H]2C1=O
14. Cc1ccccc1OCCn1c(CCNC(=O)C(C)C)nc2ccccc21
15. CC1CCN(S(=O)(=O)c2nnc(NC(=O)c3ccccc3Br)s2)CC1
16. CC(C)(C)[C@H]1C=C(C(=O)O)O[C@@H](OCCCCO)C1
17. COc1ccc(-n2nnnc2/C=C\Nc2ccccc2C(=O)c2ccccc2)cc1
18. Cc1nc(N)sc1N=Nc1ccc(Br)cc1

screen / no.,13,14,15,16,17,18
CR mimetic SO,103,101,98,104,100,122
RPL19A-GFP yeast,97,101,95,104,94,94
AGP1 TOR yeast,89,96,98,90,97,79
AHR act,-2,7,0,1,2,146*
CIT2 TOR yeast,112,96,90,109,92,76
MEP2 TOR yeast,94,99,100,92,99,105
LAP4-GFP MLPCN,133,102,114,123,94,135
Efflux pump mplx,-0.1,0.0,0.1,0.0,0.1,-0.2

# The final 2 records of the section above are carried over, then new ones follow:
17. COc1ccc(-n2nnnc2/C=C\Nc2ccccc2C(=O)c2ccccc2)cc1
18. Cc1nc(N)sc1N=Nc1ccc(Br)cc1
19. COCCCn1c(SCc2cccc(OC)c2)nc2cc(OC)c(OC)cc2c1=N
20. Cc1ccc(N=C2NC(=O)c3cc([N+](=O)[O-])ccc32)cc1
21. COc1cc2c(cc1OC)CN(Cc1cc(=O)oc3cc(C)c(C)cc13)CC2
22. Cc1ccc(NC(=O)c2cccc(NC(=O)CC3SC(N4CCCCC4)=NC3=O)c2)nc1 (configuration not stated)
23. COc1ccccc1-c1nnc(C2CCN(S(=O)(=O)c3cccc([N+](=O)[O-])c3)CC2)o1
24. CC(C)(C)NC(=O)CSCc1ccc(Br)cc1

screen / no.,17,18,19,20,21,22,23,24
CR mimetic SO,100,122,95,89,83,93,133,110
RPL19A-GFP yeast,94,94,107,97,104,101,100,98
AGP1 TOR yeast,97,79,112,109,96,110,98,99
AHR act,2,146*,11,-1,12,13,10,-2
CIT2 TOR yeast,92,76,112,103,95,95,103,84
MEP2 TOR yeast,99,105,108,110,106,99,100,104
LAP4-GFP MLPCN,94,135,106,121,105,113,92,107
Efflux pump mplx,0.1,-0.2,-0.1,-0.2,-0.1,0.0,0.1,0.1

25. Cc1cccc(NC(=O)c2cc(S(=O)(=O)N3CCCCC3)c[nH]2)c1C
26. CC(C)n1nc(CC(=O)O)c2ccccc2c1=O
27. CCN(CC(=O)Nc1ccc(NC(C)=O)cc1)C(=O)Cc1coc2cc(C)c(C)cc12
28. Cc1cccc(CN2CCC(n3nccc3NC(=O)CCCc3ccccc3)CC2)n1
29. CCCN1CCC(NC(=O)CCc2nnc(Cc3cc(OC)ccc3OC)o2)CC1
30. Cc1ccc(CNS(=O)(=O)c2ccc(F)c(F)c2)n1C

screen / no.,25,26,27,28,29,30
CR mimetic SO,97,104,99,110,92,124
RPL19A-GFP yeast,99,105,95,100,98,96
AGP1 TOR yeast,103,102,95,94,88,93
AHR act,2,-1,2,0,7,-1
CIT2 TOR yeast,100,97,98,103,91,98
MEP2 TOR yeast,102,102,98,96,97,97
LAP4-GFP MLPCN,100,97,100,77,91,97
Efflux pump mplx,0.0,0.0,-0.1,-0.1,0.1,-0.1

31. COc1ccc(CC(=O)Nc2cccc(C(=O)Nc3ccccc3C(=O)O)c2)cc1OC
32. CCOc1ccc(S(=O)(=O)NC(C)(C)C)cc1-c1nc2c(C(C)(C)C)nn(C)c2c(=O)[nH]1
33. O=C(N/N=C/C1CC2CCC1C2)c1ccc2c(c1)OCO2 (configuration not stated)
34. CCS(=O)(=O)Nc1cccc(C2=NN(S(C)(=O)=O)C(c3ccccc3)C2)c1 (configuration not stated)
35. CC(=O)N(Cc1cc2ccccc2[nH]c1=O)c1ccc(C)cc1
36. COc1cccc(C(=O)OCC(=O)N2CCc3ccccc3C2)c1OC

screen / no.,31,32,33,34,35,36
CR mimetic SO,99,99,68,81,101,74
RPL19A-GFP yeast,103,99,99,101,108,105
AGP1 TOR yeast,104,95,101,99,103,98
AHR act,-1,-2,2,19,4,2
CIT2 TOR yeast,97,102,87,109,104,106
MEP2 TOR yeast,104,100,104,110,113,102
LAP4-GFP MLPCN,103,94,90,93,105,94
Efflux pump mplx,0.0,0.0,0.2,-0.2,0.4,-0.1

37. CCN(C(=O)CSc1nnc(-c2c[nH]c3ccccc23)o1)C1CCS(=O)(=O)C1 (configuration not stated)
38. O=C(Nc1ccccn1)C(=O)N1CCCCC1
39. CCOc1ccc(N(C(C)=O)C2C=CS(=O)(=O)C2)cc1 (configuration not stated)
40. O=C(NCCCN1CCOCC1)c1ccc(Cl)c(S(=O)(=O)N2CCCCCC2)c1
41. C=C(C)c1cccc(C(C)(C)NC(=O)NC2CCN(Cc3ccccc3)CC2)c1
42. FC(F)(F)c1ccc(Cl)c(NC(=S)NC2CC2)c1

screen / no.,37,38,39,40,41,42
CR mimetic SO,90,113,98,96,103,90
RPL19A-GFP yeast,92,104,101,109,101,99
AGP1 TOR yeast,98,104,106,111,105,102
AHR act,-1,-1,-1,-2,1,4
CIT2 TOR yeast,96,95,107,108,109,98
MEP2 TOR yeast,88,102,105,104,109,68
LAP4-GFP MLPCN,100,103,97,108,101,93
Efflux pump mplx,-0.1,0.2,0.1,-0.2,0.1,-0.3

43. Cc1ccc(NC(=O)CN2CCc3ccccc3C2)cc1
44. CSc1ccc(CCNC(=O)CCc2nnc3ccc(NCCCN4CCCC4=O)nn23)cc1
45. Cc1ccc(CSC2=NCCN2C(=O)c2ccc(S(=O)(=O)N(C)C)cc2)cc1
46. Cc1ccc(S(=O)(=O)Nc2cc(C(C(=O)OC(C)C)C(=O)C(F)(F)F)c(O)c3ccccc23)c(C)c1 (configuration not stated)
47. N/C(=N\OC(=O)c1ccc(OCC(F)(F)F)nc1)c1ccc(Cl)cc1
48. Cc1ccc(-c2nc(Nc3cccc(C)c3)sc2CC(=O)O)cc1

screen / no.,43,44,45,46,47,48
CR mimetic SO,94,98,116,73,108,95
RPL19A-GFP yeast,98,94,101,100,95,100
AGP1 TOR yeast,101,99,101,92,89,109
AHR act,9,2,-1,48*,0,22
CIT2 TOR yeast,100,100,102,97,97,122
MEP2 TOR yeast,99,94,96,95,102,106
LAP4-GFP MLPCN,100,90,91,93,93,108
Efflux pump mplx,0.0,0.3,0.1,13*,0.3,-0.1

49. COc1cc(/C=N/NC(=O)c2cccc(S(=O)(=O)N3CCCC3)c2)cc(OC)c1O
50. CC1C2C(c3ccccc3)N(C)C(=O)N(C)C2N(C)C(=O)N1C (configuration not stated)
51. COc1cc(/C=N/NC(=O)Nc2ccccc2)ccc1OCCOc1ccccc1C
52. COc1cc(/C=C/C(=O)OCC(=O)Nc2c(C)n(C)n(-c3ccccc3)c2=O)cc(OC)c1OC
53. CCCOc1ccc(N2C(=O)C3C(C(C)C)NC4(C(=O)c5ccccc5C4=O)C3C2=O)cc1 (configuration not stated)
54. Cc1c(O)c(S(=O)(=O)c2ccccc2)c(=O)n(-c2ccccc2)c1-c1ccccc1

screen / no.,49,50,51,52,53,54
CR mimetic SO,97,129,111,115,94,98
RPL19A-GFP yeast,96,101,99,96,100,100
AGP1 TOR yeast,101,101,96,96,104,96
AHR act,3,-2,5,0,0,0
CIT2 TOR yeast,95,104,89,97,93,83
MEP2 TOR yeast,93,107,99,89,107,102
LAP4-GFP MLPCN,92,99,97,100,105,99
Efflux pump mplx,0.1,0.2,0.8,-0.2,0.1,0.3

55. Cc1cc(NC(=O)CSc2nnc3ccccn23)no1
56. Cc1ccc2[nH]cc(C(=O)NCc3cccs3)c(=O)c2c1
57. CC(C)(C)n1nc2c(c1NC(=O)c1ccco1)CS(=O)C2 (configuration not stated)
58. Cc1coc2c1c(C)cc1oc(=O)c(CC(=O)NCCCCCC(=O)O)c(C)c12
59. CC(C)CN=c1cc(-c2ccccc2)oc2ccc(Cl)cc12
60. COc1ccc(NC(=O)CSc2nc3scc(C)c3c(=O)[nH]2)cc1

screen / no.,55,56,57,58,59,60
CR mimetic SO,84,100,99,91,93,90
RPL19A-GFP yeast,98,96,98,104,97,103
AGP1 TOR yeast,98,113,105,101,112,90
AHR act,1,3,0,2,7,1
CIT2 TOR yeast,100,101,101,100,94,85
MEP2 TOR yeast,103,105,100,103,91,96
LAP4-GFP MLPCN,94,105,100,93,93,63
Efflux pump mplx,0.0,-0.1,0.0,-0.2,-0.1,0.0

61. COc1cccc(C2=CC(=O)C[C@H](c3ccc(OC)c(OC)c3)C2)c1
62. COc1ccc(NC(=S)NCC2CCN(c3ccc(OC)cc3)C2)cc1 (configuration not stated)
63. COc1ccc(-c2oc(=O)c3cc(OC)c(OC)cc3c2C#CCCO)cc1
64. O=C(NC1CCCC1)C1CCN(S(=O)(=O)c2ccccc2)CC1
65. Cc1ccc(CNS(=O)(=O)c2c(C(=O)N3CCCCC3)c(C)n(C)c2C)cc1
66. CCOC(=O)N1CCN(C(=O)CNS(=O)(=O)c2cccs2)CC1
67. Cc1ccc(S(=O)(=O)NC2(C(F)(F)F)NC(=O)N(c3ccc(F)cc3)C2=O)cc1 (configuration not stated)

screen / no.,61,62,63,64,65,66,67
CR mimetic SO,101,103,106,93,103,93,102
RPL19A-GFP yeast,96,92,88,102,100,93,95
AGP1 TOR yeast,96,103,85,106,99,95,85
AHR act,2,1,18,3,1,0,4
CIT2 TOR yeast,92,91,84,106,99,102,101
MEP2 TOR yeast,94,100,87,108,97,98,108
LAP4-GFP MLPCN,120,109,86,95,90,95,86
Efflux pump mplx,-0.2,-0.4,0.5,-0.1,0.2,0.0,0.1

# Bioassay records deposited in PubChem by several laboratories.
